ABCB6 inh 2 – inhibitors of human ABC transporter ABCB6; fluorescence ratio to DMSO, % at 10 µM; K562-ABCB6 porphyrin accumulation, flow cytometry, 1 h; active compounds read low; AID 602162; hit rate 0.19% among 360,000;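 active = fluorescence ratio to DMSO below 75%, the collection mean minus 3 SD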;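 also: signal is porphyrin accumulated inside mitochondria; 100% equals median channel fluorescence of DMSO control wells; lower ratio means ABCB6 inhibition with less porphyrin fluorescence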
Target sequence (Q9NP58 whole entry, looked up): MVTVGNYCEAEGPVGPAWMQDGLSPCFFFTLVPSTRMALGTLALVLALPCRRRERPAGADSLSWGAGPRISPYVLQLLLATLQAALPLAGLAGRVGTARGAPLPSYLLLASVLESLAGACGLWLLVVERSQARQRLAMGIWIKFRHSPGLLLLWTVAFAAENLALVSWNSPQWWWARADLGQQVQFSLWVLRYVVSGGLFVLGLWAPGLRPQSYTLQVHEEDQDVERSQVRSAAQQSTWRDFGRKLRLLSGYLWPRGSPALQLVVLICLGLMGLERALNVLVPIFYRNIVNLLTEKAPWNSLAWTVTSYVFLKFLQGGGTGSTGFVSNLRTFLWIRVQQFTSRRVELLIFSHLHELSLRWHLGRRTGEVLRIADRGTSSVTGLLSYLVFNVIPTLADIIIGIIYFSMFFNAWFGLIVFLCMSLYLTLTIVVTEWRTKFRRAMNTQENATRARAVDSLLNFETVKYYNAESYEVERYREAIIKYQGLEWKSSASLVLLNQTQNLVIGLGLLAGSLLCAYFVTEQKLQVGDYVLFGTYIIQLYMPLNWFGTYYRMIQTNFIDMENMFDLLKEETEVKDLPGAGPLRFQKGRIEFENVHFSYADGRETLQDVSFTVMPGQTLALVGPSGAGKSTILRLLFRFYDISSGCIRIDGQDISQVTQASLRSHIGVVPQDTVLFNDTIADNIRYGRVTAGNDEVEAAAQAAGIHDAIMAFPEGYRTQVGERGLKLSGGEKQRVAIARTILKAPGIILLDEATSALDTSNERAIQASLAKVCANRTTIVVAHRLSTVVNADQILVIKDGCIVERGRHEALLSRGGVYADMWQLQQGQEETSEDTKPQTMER
NCOA2 inhibitor – human SRC2 (NCOA2) inhibition | HEK293 GAL4-SRC2 luciferase reporter, luminescence | inhibition, % at 9 µM | hit rate 0.17% among 370,000;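 active = inhibition above the mean inhibition of all tested compounds plus 3 SD, set per campaign, cut at about 52% in these data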;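 also: 0% = DMSO treated cells and 100% = cells given Gossypol at 36 µM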
ABHD5-PLIN5 inh – blocks binding of human ABHD5 to perilipin-5; Q00G26+Q8WTS1; Split G. princeps luciferase complementation, luminescence, 4 h; inhibition, % at 4 µM; hit rate 0.78% among 360,000; AID 602281;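 active = inhibition above the mean inhibition across every tested compound plus 3 SD, cut at about 22% in these data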;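 also: 0% = DMSO only wells and the 100% control is not disclosed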
MC4R barr agon – agonists of human melanocortin 4 receptor (MC4R) beta-arrestin | P32245 | U2OS MC4R beta-arrestin complementation, luminescence; percent of melanotan II response, DMSO zero | activation, % at 8.9 µM | hit rate 0.98% among 360,000 | AID 540308;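 active = activation above a per-plate cutoff, the mean activation of sample wells on that plate plus 3 SD, cut at about 8% in these data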
MC4R antag cAMP – human MC4R antagonism in cAMP assay | P32245 | MC4R-expressing cells, MTII-stimulated cAMP, LANCE TR-FRET | inhibition, % at 6.5 µM | hit rate 0.48% among 360,000;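 active = inhibition above its plate's cutoff, the mean of tested wells on that plate plus 3 SD, cut at about 29% in these data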;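 also: 0% = Melanotan II alone and 100% = Melanotan II plus saturating MCL0020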
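Assay system: human MC4R-expressing U2OS cells; reagent: Melanotan II stimulation of cells; dosing: 6.5 µM single dose; timing: compound 30 min, challenge 1 h, detection 1 h; signal: TR-FRET cAMP assay; replicates: one well per compound, no replicates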
H9c2 protect – modulators protecting cardiomyocytes from myocardial damage | H9c2 cardiomyocytes, H2O2 injury protection, ATPLite, 2 h | protection from H2O2 cell death, % at 20 µM | hit rate 0.63% among 360,000;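 active = compounds giving at least 50% protection of heart cells from peroxide-induced death in the single-dose screen, raw or plate-pattern-corrected value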;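 also: 0% = DMSO wells with peroxide and 100% = DMSO wells without peroxide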
HTR2A ag – activates the mouse 5-HT2A serotonin receptor. CHO-K1 mHTR2A beta-arrestin complementation, luminescence; percent of 30 µM serotonin response. activation, % at 7.6 µM. hit rate 0.66% among 360,000. AID 624169;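 active = activation above a run cutoff, the mean activation of all tested compounds plus 3 SD, cut at about 14% in these data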;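 also: 0% = plate median of compound wells and 100% = 30 µM serotonin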
Glyco luc inh – blocks N-linked glycosylation in D54 reporter cells | D54 ERlucT glycosylation luciferase reporter, 24 h; percent of 100 nM tunicamycin response | reporter increase, % at 12.5 µM | AID 588692 | hit rate 0.23% among 360,000;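 active = mean luciferase reporter signal, scaled so untreated is 0 and the glycosylation-blocking control 100, at or above a set limit in every replicate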;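 also: luciferase carries N-glycosylation sites so blocking glycosylation raises the light; 0% = median of neutral control wells and 100% = median of 100 nM tunicamycin wells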
TLR9-MyD88 block – inhibitors of human TLR9-MyD88 binding; CHO BLA complementation TLR9-MyD88, CCF4 FRET ratio; inhibition, % at 4.98 µM; hit rate 0.21% among 340,000; AID 504734;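 active = inhibition above the mean over all tested compounds plus 3 SD, cut at about 21% in these data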;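 also: 0% = DMSO only wells and 100% = clavulanate BLA inhibitor control wells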
NOD2-RIPK2 inh – blocks binding of human NOD2 to RIPK2; O43353; CHO BLA complementation NOD2-RIPK2, CCF4 ratio; inhibition, % at 4.98 µM; hit rate 0.38% among 360,000; in the data active = inhibition above about 21%;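 also: 0% = vehicle only and 100% = reference blocker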
* = called active by the depositor; / = not tested or not shown; & = joins results of further samples. The list is partial; count on the stated rates, not on these rows.

structure,ABCB6 inh 2,NCOA2 inhibitor,ABHD5-PLIN5 inh,MC4R barr agon,MC4R antag cAMP,H9c2 protect,HTR2A ag,Glyco luc inh,TLR9-MyD88 block,NOD2-RIPK2 inh
O=C(CN1C(=O)NC2(CCCC2)C1=O)Nc1cccc(Cl)c1Cl,101,6,6,-0.2,11,0,0,1,5,-2
NC(=S)Nc1cccc(Cl)c1,105,-6,-10,-1.6,7,-6,3,0,-10,-12
Cc1[nH]c2ccccc2c1C(c1ccccn1)N1CCC(C(N)=O)CC1 (stereo not given),103,5,-5,2.7,10,20,17*,-5,3,0
O=C(NCc1cccs1)c1nc2c(nnn2Cc2ccc(F)cc2)c(=O)[nH]1,105,-5,0,-2.5,12,9,4,2,6,-2
CN(C)C(=S)Nc1ccc(Br)c(Cl)c1,94,-41,4,-0.6,16,-6,-6,0,-8,-3
CCOC(=O)c1cc(CC)sc1NC(=O)CN1CCN(C(=O)C2CCCO2)CC1 (stereo not given),95,-17,11,0.9,6,-3,-1,-2,-8,-11
COC(=O)c1cc(NC(=O)Cn2c(=O)oc3ccccc32)cc(C(=O)OC)c1,98,-25,4,-0.9,-3,0,0,3,-5,-7
CSC(=NCCCN1CCOCC1)NS(=O)(=O)c1cccs1,99&103,-42&8,-12&0,1.0&-0.3,9&17,-1&-10,-4&-1,3&-1,-9&0,-4&4
CCc1ccc(NC(=O)C2CCN(S(C)(=O)=O)CC2)cc1,100,-51,0,1.9,5,-5,-1,2,-2,1
CCOC(=O)CCCn1c(C)nc(=O)c(-c2ccccc2)c1C,97,4,5,-0.1,0,6,-2,2,-11,-12
O=C(COc1ncnc2ccccc12)N1CCN(S(=O)(=O)c2ccc(Cl)cc2)CC1,93,3,-1,-1.9,-1,-3,7,2,-11,3
CCC(C(=O)Nc1nc(C)c(C)s1)c1ccccc1 (stereo not given),101,10,-1,-0.2,18,-4,10,-4,-3,-4
CCN(CC)C(=O)CSc1nnc(C2CCCCC2)o1,102,-6,7,1.0,6,-2,-2,2,-1,-4
Fc1ccc(-c2nc3c4ccccc4ccn3c2CC2CCCCC2)cc1,101,-47,-11,/,/,-9,-1,-5,/,3
O=C(CSc1nnc(-c2ccc(OC(F)F)cc2)o1)NCc1cccs1,100,-11,0,1.3,11,-15,7,1,-15,-8
COC(=O)CNC(c1ccccc1)c1cc(Br)ccc1NS(=O)(=O)c1ccccc1 (stereo not given),95,-35,-9,-1.8,2,-5,4,0,-5,2
COc1ccccc1C(=O)NCc1ccc2c(c1)OCO2,99,-8,-5,-1.6,4,1,0,-1,-12,-7
CC(=O)Nc1ccc(NC(=O)CC2CCCC2)cc1,100,-4,2,1.5,-3,-1,-1,-2,-5,2
O=C(N1CCCCCC1)N1CCN(C(=O)N2CCOCC2)CC1,90,-1,-11,0.2,-1,2,7,2,-2,3
O=C1c2ccccc2N[C@@H]2C=CC[C@@H]2N1O,94,1,-2,0.0,-6,3,4,2,-13,-8
CCOC(=O)c1c(CC(C)C)csc1NC(C)=O,98,-49,-13,1.8,-4,-11,-5,-1,7,-3
O=C(CSc1ncn[nH]1)N1CCCCC1,98,0,5,-0.3,5,14,1,-2,-2,0
Cc1nc2ccc(NC(=S)NC3CCCCC3)cc2nc1C,101,-38,-4,0.1,8,7,3,-8,8,1
COc1ccccc1NC(=O)Cc1noc(CSc2nnc(C)n2C)n1,97,9,1,-1.5,1,-9,1,1,2,-7
O=C(CN(Cc1ccccc1)S(=O)(=O)c1ccccc1)N/N=C/c1ccccc1[N+](=O)[O-],98,-21,-2,0.6,4,0,-5,-3,5,-5
O=S(=O)(Cc1ccccc1)NCCc1ccc(F)cc1,100,15,1,-0.2,6,0,3,-1,2,-2
CC(NC(=O)CN(c1cccc(C(F)(F)F)c1)S(C)(=O)=O)c1ccccc1 (stereo not given),92,13,-10,-0.3,4,0,1,-1,2,0
CCOC(=O)c1[nH]cnc1C(=O)Nc1ccc(C)cc1,106,-1,7,0.5,10,3,-3,3,-5,8
CCc1ccc(OCC(=O)N/N=C\c2ccco2)c([N+](=O)[O-])c1,99,-17,-3,0.4,-6,-5,1,-3,2,-19
N#CCC(=N)N1CCN(c2ccc(F)cc2)CC1,106,10,3,0.7,22,-10,-2,-2,-10,17
CCOC(=O)NC(=S)Nc1cccc(NC(=S)NC(=O)OCC)c1,105,0,-1,-2.9,-3,0,3,0,1,1
CSc1sc(C(=O)NNC(C)=O)c2c1C1(CCC2)SCCS1,99,-16,2,-1.9,6,6,7,1,-6,2
COC(=O)c1c(NC(=O)Cn2cc([N+](=O)[O-])cn2)sc2c1CCC2,96,2,3,2.5,-6,-16,6,1,-14,-7
O=C(/C=C/c1ccccc1)c1ccc(NC2=NCCCS2)cc1,101,-41,62*,-4.0,-8,-8,-7,11,3,13
CCOc1ccc2c(c1)ncn2Cc1ccccc1,93,-51,-1,-0.9,-1,-2,1,-1,6,-9
O=C(Nc1nc(-c2ccccc2)cs1)c1ccc2c(=O)n3c(nc2c1)CCCCC3,85,23,0,-2.9,26,49,1,-3,-9,4
COc1ccccc1C(=O)Nc1ccnn1C1CCN(C/C=C/c2ccc(F)cc2)CC1,102,-8,11,-1.9,14,0,-20,3,-17,-9
Cn1cc(S(=O)(=O)N2CCOCC2)cc1C(=O)NCCc1ccccc1,92,/,1,-0.8,4,2,3,1,8,-3
O=C(NCC(c1ccco1)N1CCCC1)c1ccc(-n2cccn2)cc1 (stereo not given),99,13,7,0.4,-1,-2,5,-5,5,-7
CC1(C)c2ssc(=S)c2-c2ccccc2N1C(=O)c1ccco1,87,-15,-4,-0.1,4,2,-1,3,-11,-4
O=C(Cn1nnc2ccccc21)OCC(=O)c1ccccc1,/,-5,-6,-0.6,9,10,-2,1,6,-8
COC(=O)c1c(NC(=S)Nc2ccc(CC(=O)O)cc2)sc(C)c1C,97,3,-5,-1.9,10,7,-1,-2,6,-11
CCN(CC)C(=O)C1CCCN(C(=O)c2cc(COc3cccc(OC)c3)on2)C1 (stereo not given),96,-31,3,-3.2,5,-3,1,-1,-10,-6
Cc1cccc(NNC(N)=S)c1C,101,13,-28,-0.4,9,-4,-2,2,-11,4
O=C(NCCC(=O)N1CCN(c2ccc(F)cc2)CC1)c1ccco1,100,11,-2,-3.0,4,5,-5,0,5,7
O=C1c2cccc3cccc(c23)C(=O)N1c1ccncc1,98,-7,-5,-2.3,-9,11,-3,1,2,4
O=C(NCc1ccncc1)c1cc(C(=O)C2CC2)c[nH]1,97,-10,-2,-2.4,1,13,-3,3,-2,-15
COC(=O)[C@@]1(C)[C@H]2C(=O)N(C)C(=O)[C@H]2[C@H]2CN=C(SCc3ccccc3)N21,101,-28,1,2.0,5,2,17*,1,-6,2
NC(=O)c1oc2ccccc2c1NC(=O)c1ccccc1,99,-15,-1,1.5,3,12,1,3,-13,-7
C=CCn1c(SCC(N)=O)nnc1-c1cccc(Br)c1,112,-2,10,0.8,-5,3,8,2,-1,-1
COc1ccc2[nH]c(C)c(CCN3C(=O)OC(C)(C)C3(C)O)c2c1 (stereo not given),98,7,-1,-0.7,5,-1,0,2,-1,-10
CCCN=Cc1c(CCC)[nH]n(-c2nc3ccccc3s2)c1=O,98,-24,1,-0.2,13,-3,3,-1,-9,-5
CN(C)S(=O)(=O)N(CC(=O)N1CCN(c2ccccc2)CC1)c1ccccc1,105,-21,-1,-1.7,5,2,-3,1,-7,-5
CCOC(=O)C[C@H]1c2ccccc2S(=O)(=O)N1Cc1cc(OC)c(OC)c(OC)c1,97,-17,-6,-0.6,1,1,5,-1,10,-10
CCCCN(CCCC)CC(O)COc1ccccc1C(=O)Nc1ccccc1 (stereo not given),90,-1,5,2.5,4,-6,-3,-5,-5,0
CCCOc1ccc(C(=O)NCC(c2ccco2)N(C)C)cc1OC (stereo not given),104,-11,0,-0.9,7,1,-1,-3,9,2
CC(C)NC(=O)c1ccc2sc([C@@H]3O[C@H](CO)[C@H](O)[C@H](O)[C@H]3O)nc2c1,100,6,0,0.8,7,5,4,0,/,-7
Cn1c(=NC(=O)c2ccco2)sc2cccc(F)c21,91,-28,-6,-1.3,-7,-25,3,0,4,-2
CSc1ccc(NC(=O)Nc2ccccc2C(N)=O)cc1,98,-9,-3,-0.1,4,-11,2,1,7,-4
NC(=O)[C@@H]1CCCN1Cc1nc(-c2ccccc2)no1,99,-17,1,-2.2,-3,3,1,4,-8,-20
CN1CCC(OC(=O)c2ccccc2Cl)CC1,94,-29,3,0.6,5,-2,-6,0,1,-3
CCOC(=O)c1c(-c2cccs2)csc1NC(=O)CC(C)C,78,-4,-12,-1.7,7,-12,-5,-1,6,-3

Screens from PubChem.
